Assay outcomes as filed in PubChem.
PfGluPho inh: PfG6PD enzyme inhibitors, primary screen, biochemical, fluorescence intensity, uHTS. glucose-6-phosphate dehydrogenase-6-phosphogluconolactonase (Plasmodium falciparum 3D7). PfGluPho enzyme, NADPH resazurin-diaphorase fluorescence. inhibition, % at 20 µM. hit rate 0.78% among 350,000;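 active = inhibition reaching at least a set limit at 20 µM in the primary screen, cut at about 59% in these data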;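 note: 0% = DMSO wells with substrate and 100% = DMSO wells lacking glucose-6-phosphate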
UBC13 inh: UBC13 polyubiquitin chain formation inhibitors, primary screen, biochemical, TR-FRET, uHTS | inhibition, % at 20 µM | Ubiquitin-conjugating enzyme E2 N (Homo sapiens), P61088 | hit rate 0.47% among 330,000; in the data active = inhibition above about 45%, passing the limit was not always enough; inconclusive = no clear call, values can overlap the other calls
SENP7 inh: SENP7 protease inhibitors, primary screen, biochemical, luminescence, uHTS; recombinant SENP7, Z-RLRGG-aminoluciferin luminescence, 40 min; inhibition, % at 5 µM; hit rate 1.5% among 330,000; AID 434973, 2010;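 active = inhibition above about 50% at the single test dose, limit read from the data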;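 note: plate controls were DMSO with enzyme for no effect and no enzyme buffer wells for full effect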
Target sequence (Q9BQF6 706-1050 limits assumed): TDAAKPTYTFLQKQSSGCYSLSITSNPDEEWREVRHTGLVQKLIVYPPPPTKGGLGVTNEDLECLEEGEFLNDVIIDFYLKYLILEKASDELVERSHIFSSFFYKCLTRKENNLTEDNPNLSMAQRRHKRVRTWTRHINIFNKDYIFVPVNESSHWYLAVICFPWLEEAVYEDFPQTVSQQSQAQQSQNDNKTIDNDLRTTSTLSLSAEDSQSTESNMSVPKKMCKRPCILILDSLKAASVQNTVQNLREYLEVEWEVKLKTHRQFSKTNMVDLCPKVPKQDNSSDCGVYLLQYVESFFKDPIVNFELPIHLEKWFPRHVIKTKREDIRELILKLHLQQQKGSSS
HKDC1 inh: HKDC1 hexokinase inhibitors, primary screen, biochemical, fluorescence, uHTS | Q2TB90 | recombinant HKDC1, G6PDH/diaphorase resazurin coupled fluorescence | inhibition, % at 20 µM | hit rate 0.16% among 340,000 | AID 493160, 2011;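 active = inhibition above about 35% when tested at 20 µM, limit read from the data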;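 note: plate controls were DMSO wells with enzyme for no effect and DMSO wells lacking enzyme for full effect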
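Material: recombinant HKDC1 hexokinase; Amount: HKDC1 at 5 µg/mL; Medium: Tris pH 8.0 buffer with MgCl2, Tween-20, BSA, BME; Schedule: 90 min reaction incubation at room temperature, dark; Technique: coupled resazurin fluorescence, excitation 525 nm, emission 613 nm.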
SENP6 block: SENP6 protease inhibitors, primary screen, biochemical, luminescence, uHTS | inhibition, % at 10 µM | AID 2599, 2010 | Sentrin-specific protease 6 (Homo sapiens), Q9GZR1 | Recombinant SENP6 catalytic domain, aminoluciferin luminescence | hit rate 1.8% among 330,000;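 active = inhibition above about 50% at the single tested dose, limit read from the data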;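 note: plate controls were DMSO wells with enzyme for no effect and DMSO wells lacking enzyme for full effect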
Target sequence (Q9GZR1 628-1112 limits assumed): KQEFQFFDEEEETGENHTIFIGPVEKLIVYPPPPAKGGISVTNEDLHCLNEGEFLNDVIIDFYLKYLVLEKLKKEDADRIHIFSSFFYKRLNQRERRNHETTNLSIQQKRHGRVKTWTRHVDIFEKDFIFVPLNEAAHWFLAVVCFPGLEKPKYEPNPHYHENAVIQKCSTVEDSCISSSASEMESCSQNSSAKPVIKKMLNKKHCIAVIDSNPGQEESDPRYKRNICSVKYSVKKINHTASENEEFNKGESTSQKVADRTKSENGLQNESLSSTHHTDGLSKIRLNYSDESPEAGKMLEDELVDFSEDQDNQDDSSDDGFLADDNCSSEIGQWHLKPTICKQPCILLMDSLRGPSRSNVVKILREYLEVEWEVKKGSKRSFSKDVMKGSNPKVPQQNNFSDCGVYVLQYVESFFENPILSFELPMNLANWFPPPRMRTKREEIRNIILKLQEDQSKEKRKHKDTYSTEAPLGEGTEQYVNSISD
SENP8 block-1: SENP8 protease inhibitors, primary screen, biochemical, luminescence; Sentrin-specific protease 8 (Homo sapiens), Q96LD8; purified SENP8, Z-RLRGG-aminoluciferin cleavage; inhibition, % at 10 µM; hit rate 1.2% among 330,000; AID 2540, 2010; in the data active = inhibition above about 50%
Target sequence (Q96LD8 whole entry, looked up): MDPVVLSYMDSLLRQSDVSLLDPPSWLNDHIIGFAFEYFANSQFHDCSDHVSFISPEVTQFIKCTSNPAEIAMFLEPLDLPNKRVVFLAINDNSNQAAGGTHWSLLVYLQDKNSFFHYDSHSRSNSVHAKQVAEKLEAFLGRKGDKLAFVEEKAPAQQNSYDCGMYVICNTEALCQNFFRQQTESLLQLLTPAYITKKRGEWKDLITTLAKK
SENP8 block-2: human SENP8 protease inhibitors, primary screen, biochemical, fluorescence, Nedd8 protein substrate, uHTS; inhibition, % at 20 µM; recombinant SENP8; AID 602440, 2012; hit rate 0.64% among 360,000; Sentrin-specific protease 8 (Homo sapiens), Q96LD8; in the data active = inhibition mostly above about 40%, no sharp cut-off; inactive = mostly below about 27%
SENP1 inh: human SENP1 catalytic domain inhibitors, primary screen, biochemical, FRET, uHTS. recombinant SENP1 catalytic domain, CyPet-SUMO1-YPet FRET cleavage. inhibition, % at 10 µM. hit rate 0.21% among 360,000;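 active = inhibition at least 30% at 10 µM, raw YFP signal under a set limit, fluorescence ratio 0.5 to 1.5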;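 note: 0% = enzyme with DMSO and 100% = no enzyme wells; some results filed as inactive read as strong as hits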
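Assay system – human recombinant His6-tagged SENP1 catalytic domain enzyme · Input – SENP1 enzyme, 20 pM final · Buffer or medium – Tris pH 8 buffer plus EDTA, NaCl, BME, BSA, NP40, catalase · Schedule – 50 min reaction at room temperature · Technique – FRET read of cyan and yellow fluorescence · Control set – no-enzyme wells low, DMSO-plus-enzyme wells high control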
MIN6 prolif: inducers of MIN6 beta-cell proliferation, primary screen, ATP luminescence, uHTS; MIN6 cells proliferation, ATPlite luminescence, 48 h; cells starved in 0.2% serum; 100% = growth in 10% serum; proliferation, % at 10 µM; hit rate 0.29% among 330,000;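 active = compounds whose signal lies at least 3.5 SD above the mean of all wells on their plate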;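 note: 0% = DMSO-treated cells in low-serum medium and 100% = 10% serum control; some compounds called inactive have numbers as strong as hits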
Starred values were filed as active, the others as inactive; ? = inconclusive; . = not tested or not shown.

SMILES | PfGluPho inh | UBC13 inh | SENP7 inh | HKDC1 inh | SENP6 block | SENP8 block-1 | SENP8 block-2 | SENP1 inh | MIN6 prolif
COc1ccccc1CNS(=O)(=O)c1cc2c3c(c1)CCC(=O)N3CCC2 | -14 | -1 | 11 | -7 | -6 | -8 | -10 | -1 | 0
CC(=O)c1ccc(N2CCN(S(=O)(=O)c3cn(C)cn3)CC2)cc1 | -5 | -7 | 31 | -1 | 1 | -4 | -54 | 3 | -1
O=C(CSc1ccc2nnc(-c3ccccn3)n2n1)Nc1ccc2c(c1)OCO2 | 4 | -5 | 2 | -3 | -3 | -1 | 12 | 0 | 1
C=C[C@@H]1c2c(F)cccc2N(S(=O)(=O)c2ccc(C)cc2)[C@H](c2ccc(C(=O)OC)cc2)C1(C#N)C#N | 6 | -1 | 3 | 0 | 15 | 12 | 8 | 1 | -5
O=C(Nc1cccc(Cl)c1)Nc1nnc(CC2=CCCCC2)s1 | -4 | 1 | 1 | -2 | 2 | 9 | -1 | 0 | -6
COc1cc(/C=C2\SC(=S)N(NS(=O)(=O)c3ccc(C)cc3)C2=O)cc(OC)c1OC | -18 | 1 | 4 | 6 | -4 | -2 | 28 | 3 | 0
CCN1CCN(C(=O)c2cc(COc3ccc(C(C)=O)cc3OC)on2)CC1 | 2 | 0 | 3 | -1 | 12 | 3 | 8 | 0 | 4
CC(=O)N/C(=C\c1ccccc1)C(=O)OCC(=O)Nc1ccc(C)c(S(=O)(=O)N(C)C)c1 | 4 | 10 | -5 | -1 | -7 | 4 | -6 | 0 | -1
Cc1ccc(Nc2c(-c3ccccn3)nc3cccc(C)n23)cc1 | -7 | 36 | 8 | 5 | -29 | -7 | -111 | 3 | -6
COc1cc(C(=O)NCC(=O)N/N=C(/C)c2cccs2)cc(OC)c1OC | 3 | 4 | 3 | -5 | 9 | -3 | 4 | 2 | 2
Cc1cccc(-c2noc(Cc3ccccc3)n2)c1 | -12 | 3 | 2 | -2 | 16 | 7 | 4 | 0 | 1
O=C(CSc1ccc(-c2ccc(F)cc2)nn1)NCC1CCCO1 (stereo not drawn) | 11 | -9 | -5 | -6 | -16 | -20 | 10 | 1 | -3
O=C(NCc1ccc(F)cc1)Nc1ccccc1 | 16 | 1 | 1 | -6 | 2 | -10 | 5 | 1 | 1
CC(C)NC(=O)N(C)C[C@H]1Oc2ccc(NC(=O)Nc3ccccc3)cc2C(=O)N([C@@H](C)CO)C[C@@H]1C | -10 | 10 | 2 | -4 | 0 | 3 | 9 | -2 | -3
CCc1ccccc1NC(=O)c1ccc([N+](=O)[O-])s1 | 3 | -20 | 7 | -10 | 14 | 4 | 29 | 2 | -2
NS(=O)(=O)c1cccc(NC(=O)COC(=O)/C=C/c2ccco2)c1 | -13 | 5 | 2 | 14 | -4 | -1 | 14 | 2 | -2
CCNC(=O)CP(=O)(c1ccccc1)c1ccccc1 | 2 | 2 | 4 | 1 | -14 | 5 | 14 | 3 | -2
O=C(CSc1n[nH]c(-c2ccco2)n1)Nc1ccc(F)cc1 | -7 | 4 | 2 | -5 | -19 | 3 | 14 | 0 | -1
CC(C)CCN1CCN(Cc2cccc3cccnc23)CC1CCO (stereo not drawn) | -6 | 4 | 3 | -1 | 6 | 3 | 5 | 1 | -3
O=C(/C=C/c1ccc(Cl)cc1)c1ccc([N+](=O)[O-])o1 | 53 | -17 | -10 | 54* | -15 | 8 | -24 | -2 | -9
CCc1ccc(C2C(C#N)=C(N)N(N(C)C)C3=C2C(=O)CCC3)s1 (stereo not drawn) | 0 | 4 | 7 | 11 | 9 | -2 | 12 | -4 | 4
N#Cc1c(N)sc(=S)c2c1CCCC2 | 44 | -15 | 10 | 4 | 2 | 5 | -16 | 14 | -1
COc1cccc(CNc2ncnc3ccc(-c4c(C)noc4C)cc23)c1 | 3 | ? | 6 | 3 | 15 | 0 | -58 | 1 | -7
CC(C)(C)OC(=O)NCCc1nnc(SCC(=O)c2ccc(Cl)cc2)o1 | 0 | -1 | 6 | 2 | 1 | -5 | 14 | 4 | -4
CC(=O)Nc1ccc(NC(=O)c2c(C)nn(Cc3ccccc3Cl)c2C)cc1 | -15 | 2 | -2 | 3 | -26 | 3 | 1 | 3 | 0

Taken from above:
Entry of `CC(C)CCN1CCN(Cc2cccc3cccnc23)CC1CCO` (stereo not drawn) under UBC13 inh: 4
Entry of `O=C(Nc1cccc(Cl)c1)Nc1nnc(CC2=CCCCC2)s1` under MIN6 prolif: -6

Further compounds follow:
SMILES | PfGluPho inh | UBC13 inh | SENP7 inh | HKDC1 inh | SENP6 block | SENP8 block-1 | SENP8 block-2 | SENP1 inh | MIN6 prolif
CCN(CC)CCCNC(=S)N(Cc1cccnc1)Cc1cc2cc(C)ccc2[nH]c1=O | -8 | 25 | 2 | -8 | 1 | -2 | -28 | 1 | 1
O=C(Nc1ccc(NC(=S)NC(=O)c2ccco2)cc1)c1ccccc1 | 2 | -4 | 4 | -1 | 7 | 0 | 9 | 0 | 5
CN1CCN(c2ccc([N+](=O)[O-])cc2S(=O)(=O)N2CCOCC2)CC1 | -2 | -4 | 8 | -4 | 0 | -3 | 33 | 2 | -3
CCOC(=O)C1(Cc2ccc(Cl)cc2)CCN(C(=O)c2cc(C)nc(C)n2)CC1 | -9 | 0 | 3 | -9 | -2 | 1 | 6 | 0 | -2
COc1ccc(CCNC(=O)c2cc(-c3cc(C)cc(C)c3O)n[nH]2)cc1OC | -20 | 3 | 11 | 1 | 3 | -3 | 10 | 2 | -3
Nc1ncc(Br)cc1S(=O)(=O)NCCC(=O)NCCc1ccccc1 | 5 | -2 | 0 | -1 | -3 | 0 | -57 | -4 | 3
Cc1ccccc1NC(=O)N1CCCC(c2nc(-c3ccc(C(C)C)cc3)no2)C1 (stereo not drawn) | 5 | 0 | -1 | 1 | -6 | 7 | 13 | 1 | -4
O=C(Nc1ccc(OCC(=O)N2CCOCC2)cc1)Nc1cccc2ccccc12 | 12 | 5 | 3 | 5 | -5 | 5 | -97 | 2 | -3
COc1ccc(C(=O)NCc2cccnc2)cc1OC | 11 | 13 | -2 | 16 | 13 | 1 | 9 | -1 | -1
Cc1cc(SCC(=O)c2ccccc2)n2nc(C)nc2n1 | -14 | 4 | -21 | 0 | -9 | -6 | 4 | -8 | -2
COC(=O)[C@@]1(Cc2ccccc2)[C@H]2C(=O)N(Cc3ccccc3)C(=O)[C@H]2[C@H]2CN=C(SCc3ccc(Cl)cc3)N21 | 16 | . | 9 | 2 | . | . | 1 | -1 | .
Cc1ccc(N2N=C(C(=O)O)CCC2=O)cc1Cl | -1 | -2 | 5 | -2 | -9 | -3 | 14 | 1 | -3
Cc1ccc(C(=O)Nc2cc3ccccc3oc2=O)cc1 | 1 | 7 | 98* | -4 | 91* | 89* | -304 | 3 | -5
Nc1cc2c3ccccc3ccc2c2ccccc12 | 52 | . | . | 27 | . | . | -481 | -114 | .
COc1ccc(OC)c(N/C=C/C(=O)c2ccccc2)c1 | 44 | -6 | 101* | 1 | 93* | 95* | 12 | -28 | -4
Cc1ccc(C)c(S(=O)(=O)N2CCN(C(=O)[C@H](C)N3C(=O)C4CC=CCC4C3=O)CC2)c1 (stereo partly drawn) | -7 | 0 | 1 | 3 | -19 | 4 | 10 | 2 | 1
C[N+]1(CC(O)COc2ccccc2)CCN(C(=O)c2ccc([N+](=O)[O-])cc2)CC1 (stereo not drawn) | 0 | -2 | 4 | -7 | 12 | 7 | 10 | 1 | -2
CCOC(=O)N1CCC(NC(=O)C2CCN(S(=O)(=O)c3cnc[nH]3)CC2)CC1 | -10 | 6 | -2 | -5 | -14 | -3 | 27 | 2 | -1
C/C(=N\NC(=O)c1ccc([N+](=O)[O-])cc1Cl)c1ccccc1 | -12 | 7 | -3 | -6 | -21 | -16 | 18 | 1 | 0
O=C(NCc1cccnc1)C1CC(=O)N(c2ccc(F)cc2)C1 (stereo not drawn) | -23 | 8 | 3 | -12 | -16 | 0 | 6 | -1 | 3
COc1cc(C(=S)N2CCCC2)cc(Cl)c1OCC(=O)Nc1ccc(C)cc1C | 64* | 4 | -4 | -9 | 0 | -3 | 8 | -8 | 0
Cc1ccc(NC(=O)c2cc(C)nc3ccccc23)cc1 | 6 | 1 | 6 | 3 | 13 | 3 | 14 | 0 | -4
CC(=O)NS(=O)(=O)c1ccc(NC(=S)NC(=O)CC(C)C)cc1 | -10 | -6 | -5 | 2 | -12 | 1 | 12 | 1 | -1
Cc1cccc(NC(=O)CSc2nc3sc(C)cc3c(=O)n2C)c1 | -8 | . | . | -3 | . | . | 6 | 1 | .
O=C(Nc1cccc(Cl)c1)c1cc(S(=O)(=O)N2CCCCC2)c[nH]1 | -8 | -3 | -6 | -1 | -4 | 8 | 24 | -3 | -3
SMILES | PfGluPho inh | UBC13 inh | SENP7 inh | HKDC1 inh | SENP6 block | SENP8 block-1 | SENP8 block-2 | SENP1 inh | MIN6 prolif
COC(=O)c1ccccc1OC(=O)c1cccnc1 | 0 | 3 | 7 | -9 | 21 | 7 | 12 | 0 | -3
O=C(O)c1ccc(CNCc2ccc(Cl)cc2)cc1 | -25 | 6 | 2 | -5 | -12 | -8 | -1 | 2 | 0
COc1ccc(C(CNC(=O)c2cc(C)on2)N(C)C)cc1 (stereo not drawn) | 1 | -1 | -6 | -4 | -4 | 4 | 12 | -2 | -1
CCC(=O)N1CCc2cc(S(=O)(=O)CCC(=O)NCCC3=CCCCC3)ccc21 | -5 | -3 | -8 | -6 | -17 | -7 | 15 | 3 | 0
COc1ccc(-n2nc(C(=O)NCC(=O)N3CCN(c4ccccn4)CC3)c3ccccc3c2=O)c(OC)c1 | -12 | -3 | -6 | -6 | -20 | -8 | -33 | 3 | -4
Cc1onc(-c2ccccc2Cl)c1C(O)c1ccc(F)cc1 (stereo not drawn) | 8 | 9 | 10 | -1 | -29 | -5 | 13 | 2 | -1
Nc1nc(NS(=O)(=O)c2ccc(Cl)cc2)nn1-c1ccccc1 | -17 | 4 | 2 | -5 | 1 | 2 | 15 | 1 | 0
CC(O)CNCCOc1cccc(Oc2ccccc2)c1 (stereo not drawn) | 0 | -6 | 0 | 0 | 10 | -7 | -36 | -1 | -2
Cc1cccc(NC(=O)/C(=C\c2ccco2)NC(=O)c2cccs2)c1 | 13 | -6 | 5 | -1 | 4 | -4 | 5 | -11 | -1
CCC1(C)COC(c2ccc(OC)c(OC)c2)OC1 (stereo not drawn) | 2 | . | . | -5 | . | . | 0 | 2 | .
CCn1c(=O)cc(OCC(=O)NCCC(C)C)c2ccccc21 | 1 | -11 | -4 | -3 | 4 | 0 | 2 | -1 | -5

3 compounds already listed, arranged by their value in PfGluPho inh, descending.
smiles	PfGluPho inh
CCC1(C)COC(c2ccc(OC)c(OC)c2)OC1 (stereo not drawn)	2
CCC(=O)N1CCc2cc(S(=O)(=O)CCC(=O)NCCC3=CCCCC3)ccc21	-5
COc1ccc(-n2nc(C(=O)NCC(=O)N3CCN(c4ccccn4)CC3)c3ccccc3c2=O)c(OC)c1	-12
